Jurkat NFkB inh – lowers PMA/ionomycin-induced NF-kB signal in Jurkat cells; inhibition, % at 4 µM; PMA/ionomycin-induced NF-kB luciferase reporter, luminescence; actives 0.53% (n = 330,000)
SENP8 inh – blocks the human protease SENP8 | Q96LD8 | purified SENP8, Z-RLRGG-aminoluciferin cleavage, luminescence | actives 1.2% (n = 330,000) | inhibition, % at 10 µM
Target sequence (Q96LD8 whole entry, looked up): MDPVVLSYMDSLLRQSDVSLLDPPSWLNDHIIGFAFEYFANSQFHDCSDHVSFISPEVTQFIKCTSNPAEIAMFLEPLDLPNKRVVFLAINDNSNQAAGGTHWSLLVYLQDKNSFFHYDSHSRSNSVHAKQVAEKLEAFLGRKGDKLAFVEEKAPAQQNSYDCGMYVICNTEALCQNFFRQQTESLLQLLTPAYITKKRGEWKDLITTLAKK
Apaf1 inhib – inhibitors of human Apaf-1 apoptosome. O14727. reconstituted apoptosome caspase-3 activity, DEVD-Rh110 fluorescence. inhibition, % at 20 µM. actives 0.71% (n = 330,000); active means inhibition of at least 40% at 20 µM;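 further: plate controls were DMSO wells for no effect and DEVD-CHO caspase inhibitor wells for full effect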
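System – cell-free apoptosome with Apaf-1, procaspase-3 and caspase-9 · Buffer or medium – pH 7.5 Hepes buffer with CHAPS, BSA, DTT · Also added – cytochrome c with DEVD-Rh110 · Times – 30 min compound preincubation, 50 min activation, room temperature · Technique – Rh110 fluorescence intensity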
Gli-Sufu antag – antagonists of Gli-Sufu signaling. actives 0.74% (n = 340,000). Sufu-KO-LIGHT fibroblasts, Gli luciferase reporter luminescence. inhibition, % at 5 µM;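 active means inhibition above about 55%, limit read from the data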;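 further: 0% = DMSO-treated cells and 100% = wells with medium but no cells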
CCR6 antag – antagonists of human CCR6 receptor; CHO-K1 CCR6 PathHunter beta-arrestin, luminescence, CCL20-stimulated; inhibition, % at 20 µM; actives 0.49% (n = 340,000); AID 493098;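 active means compounds whose inhibition of the agonist-driven luminescence signal at 20 µM reaches about 50%, limit read from the data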;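 further: cells stimulated with CCL20 at 14 nM final; plate controls were DMSO with CCL20 for no effect and DMSO without agonist for full effect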
Target sequence (P51684 whole entry, looked up): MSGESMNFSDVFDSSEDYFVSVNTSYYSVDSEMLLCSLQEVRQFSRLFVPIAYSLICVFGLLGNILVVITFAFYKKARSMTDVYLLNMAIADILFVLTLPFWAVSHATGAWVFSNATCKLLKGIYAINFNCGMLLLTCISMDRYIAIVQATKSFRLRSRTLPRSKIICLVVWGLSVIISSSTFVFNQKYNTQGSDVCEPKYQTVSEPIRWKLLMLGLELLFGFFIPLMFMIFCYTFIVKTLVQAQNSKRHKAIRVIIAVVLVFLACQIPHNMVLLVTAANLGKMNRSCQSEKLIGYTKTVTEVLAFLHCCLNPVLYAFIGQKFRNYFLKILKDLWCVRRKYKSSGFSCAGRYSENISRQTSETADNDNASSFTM
EBI2 block – EBI2 (human) antagonism; inhibition, % at 5 µM; actives 0.81% (n = 360,000); EBI2 beta-arrestin recruitment, luminescence, 7a,25-OHC stimulated; P32249; in the data active means inhibition above about 38%;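 further: enzyme fragment complementation signal reports receptor beta-arrestin coupling in cells; 0% = agonist plus DMSO wells and 100% = wells without agonist; some results beyond the cut were filed as inactive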
Target sequence (P32249 whole entry, looked up, the tested form may be a part): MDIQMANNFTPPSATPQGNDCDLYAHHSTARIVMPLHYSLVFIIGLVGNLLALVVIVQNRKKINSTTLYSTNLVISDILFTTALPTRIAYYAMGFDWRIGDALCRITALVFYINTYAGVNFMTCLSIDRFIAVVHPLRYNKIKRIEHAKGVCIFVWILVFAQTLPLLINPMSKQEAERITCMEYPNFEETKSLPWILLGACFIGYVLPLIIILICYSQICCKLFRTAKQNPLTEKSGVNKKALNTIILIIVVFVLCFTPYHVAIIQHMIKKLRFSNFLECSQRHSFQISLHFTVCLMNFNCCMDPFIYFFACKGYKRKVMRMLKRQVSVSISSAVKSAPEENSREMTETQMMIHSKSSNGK
UBC13 inh – human UBC13 polyubiquitination inhibition; inhibition, % at 20 µM; UBC13 polyubiquitin chain formation, TR-FRET; actives 0.47% (n = 330,000); in the data active means inhibition above about 45%, passing the limit was not always enough
697 NFkB inh – inhibitors of the PMA/ionomycin-induced NF-kB reporter in 697 B cells; inhibition, % at 4 µM; 697 B-cell NF-kB luciferase reporter, 16 h; actives 0.33% (n = 330,000); in the data active means inhibition above about 35%
An asterisk follows results filed as active; nt = not tested or not shown. Unless noted, no stated cut-off is given here; in the data, active means inhibition above about 50%; inactive means the rest.

| smiles | Jurkat NFkB inh | SENP8 inh | Apaf1 inhib | Gli-Sufu antag | CCR6 antag | EBI2 block | UBC13 inh | 697 NFkB inh |
| --- | --- | --- | --- | --- | --- | --- | --- | --- |
| Cc1sc2ncnc(SCC(=O)c3ccc(O)cc3O)c2c1C | 15 | 8 | -28 | 1 | 0 | 2 | 15 | 14 |
| O=C(COC(=O)Cc1ccc(F)cc1)Nc1cc(S(=O)(=O)N2CCOCC2)ccc1N1CCCC1 | -7 | -16 | 5 | -3 | 12 | -8 | -3 | 9 |
| O=C1c2cc(O)c(O)cc2S(=O)(=O)C1c1ccccc1 (stereo not drawn) | -3 | -14 | 2 | -21 | 5 | -12 | 6 | 3 |
| O=C(Cn1cccn1)c1ccccc1 | -5 | 8 | -20 | -2 | 2 | -9 | 4 | -1 |
| CC(=O)Nc1cccc(NC(=O)c2ccc3[nH]c(C)c(C)c3c2)c1 | -11 | -1 | -2 | -15 | 0 | 1 | 6 | -6 |
| O=C(C[C@H]1C[C@H](C(=O)N2CCOCC2)[C@@]2(CCC3CCCC3)c3[nH]c4ccc(Cl)cc4c3CCN2C1=O)NCCc1ccccn1 | nt | nt | 32 | -9 | 9 | -6 | nt | 0 |
| COc1cnc(-c2ccccn2)nc1Oc1ccc(Cl)cc1 | -1 | 6 | 12 | -9 | 36 | -7 | -12 | -15 |
| COc1ccc(CCNC(=O)c2cc(COc3c(C)cccc3C)on2)c(OC)c1 | -15 | 4 | 19 | 10 | 22 | 6 | 5 | -49 |
| O=[N+]([O-])c1ccccc1S(=O)(=O)c1ccccc1[N+](=O)[O-] | -9 | 2 | -3 | 3 | -9 | -4 | -6 | 1 |
| Cc1c(Cl)cccc1NC(=S)NCc1cccs1 | -1 | 12 | -4 | -5 | 9 | -7 | 5 | 6 |
| COc1ccc2[nH]c3c(=O)n4c(nc3c2c1)SCC4 | 1 | 3 | -7 | -1 | 4 | 6 | 13 | 13 |
| Nc1cc(=O)[nH]c(SCC(=O)Nc2cccc(S(=O)(=O)N3CCCCC3)c2)n1 | 10 | 2 | 3 | -1 | 10 | -16 | 2 | 2 |
| COc1ccc(CNC(=O)COC(=O)c2ccc(S(=O)(=O)N3CCOCC3)cc2)cc1 | 9 | 4 | -2 | 4 | 2 | 5 | 14 | -10 |
| Cc1ccc(S(=O)(=O)NCC(=O)OCC(=O)c2cccs2)cc1 | 7 | 0 | -8 | 4 | -12 | -9 | 12 | 4 |
| CC1(c2ccccc2)NC(=O)N(CC(=O)Nc2cc(S(=O)(=O)N3CCOCC3)ccc2Cl)C1=O (stereo not drawn) | -7 | -4 | 1 | 24 | 6 | 3 | -4 | 17 |
| COCc1cc(=O)n2[nH]c(SC)nc2n1 | -2 | -2 | 3 | 0 | 5 | -3 | 2 | 29 |
| CCN(CC)C(=O)C1CC(=O)N(c2ccc(F)c(Cl)c2)C1 (stereo not drawn) | 1 | -2 | -3 | 2 | 4 | -11 | -2 | 14 |
| O=C(Nc1n[nH]c(=S)s1)c1ccc2ccccc2c1 | -56 | 82* | 4 | -108 | -2 | -5 | -15 | -24 |
| CCn1c(=O)c(=O)[nH]c2cc(C(=O)N3CCN(c4ccccc4F)CC3)ccc21 | 0 | -8 | 8 | -5 | 8 | -19 | -5 | 19 |
| COc1ccc(-c2ccc(CCC(=O)O)n2-c2ccccc2O)cc1 | 7 | 2 | 0 | -3 | -4 | 10 | 6 | -21 |
| COc1cccc(NC(=S)N2c3ccccc3CC2C)c1 (stereo not drawn) | -7 | -10 | 12 | 4 | -3 | 10 | 1 | -1 |
| COC(=O)[C@]1(Cc2ccccc2)N[C@H](CN(C)C(=O)C2CCCCC2)[C@@H]2C(=O)N(C)C(=O)[C@@H]21 | -1 | 4 | -8 | 1 | 2 | -7 | 6 | 8 |
| CCCN1C(=O)c2[nH]nc(-c3cc(Cl)c(C)cc3O)c2C1c1ccc(O)c(OC)c1 (stereo not drawn) | -6 | -7 | 18 | 12 | 2 | 4 | 15 | 6 |
| Cc1nc2nc(SCC(=O)NCCCN3CCCCCC3)nn2c(C)c1Cc1ccccc1Cl | 2 | 2 | 22 | 45 | 2 | 4 | 19 | -7 |
| O=C(/C=C/Nc1ccc(Oc2ccccc2)cc1)c1ccco1 | -102 | 95* | 17 | -134 | 9 | 20 | 3 | -171 |
| c1ccc(C2=NN(c3ccccc3)C(c3ccco3)C2)cc1 (stereo not drawn) | -38 | -1 | 19 | 10 | 13 | 8 | 12 | -17 |
| O=C(NC(=O)c1ccccc1)Nc1ccccn1 | 17 | 94* | 11 | nt | nt | -9 | -1 | -28 |
| COc1ccc(C2=NOC(C(=O)NC(C)C)C2)cc1 (stereo not drawn) | -18 | 5 | 5 | -9 | 0 | -2 | -13 | 0 |
| CCC(Sc1nc2cc(OC)c(OC)cc2c(=O)n1CCc1ccc(OC)c(OC)c1)C(=O)NCCOC (stereo not drawn) | -2 | 0 | 4 | 5 | -2 | 4 | -6 | 19 |
| c1ccc2c(c1)ncn2CCOCCOCCn1cnc2ccccc21 | -1 | 7 | 4 | 2 | 8 | 0 | 6 | 4 |
| C=CCc1cccc2cc(C(=O)Nc3ccc(CC(=O)O)cc3)c(=O)oc12 | 4 | -15 | 11 | 3 | 0 | 0 | -16 | 12 |
| COCCNC(=O)CN(C(=O)CCC(=O)Nc1ccccn1)c1ccc(OC)cc1 | -4 | -9 | 2 | 8 | 0 | 6 | -15 | -13 |
| CC(C)c1nc2oc3c(=O)[nH]cnc3c2c2c1CCC2 | -10 | 2 | 5 | 22 | -6 | -6 | 11 | -8 |
| CC(C)(C)NC(=O)CN(C(=O)C(=O)Nc1ccc2c(c1)OCCO2)C(C)(C)C | 0 | -1 | -12 | -4 | -1 | 0 | -1 | 19 |
| CCOc1ccc(-n2c(=O)[nH]cc(C(=O)N3CCc4ccccc43)c2=O)cc1 | -18 | -6 | 1 | 1 | 1 | -7 | 0 | 2 |
| O=C(Nc1ccc(Br)cc1)Nn1cnnc1 | -2 | 6 | -7 | -23 | -3 | -8 | 3 | -29 |
| CCN(CC)CCn1c(NS(=O)(=O)c2ccc(C)cc2)nc2ccccc21 | 7 | 1 | 6 | 19 | 6 | 1 | 12 | 24 |
| CC(=O)c1sc(NC(=O)Cc2c(F)cccc2Cl)nc1C | 1 | -8 | 5 | -9 | 18 | 11 | -8 | 11 |
| COc1ccc(C(=O)Nc2ccc(N3CCOCC3)cc2)cc1OC | -16 | 82* | -5 | -19 | 8 | -14 | 11 | -3 |
| CC(C)N(Cc1nccn1C)C(=O)c1cc(COc2ccc(F)cc2Cl)on1 | -10 | 7 | 4 | 5 | 2 | 4 | 2 | -56 |

Full records, quoted from the list. Order of values: Jurkat NFkB inh, SENP8 inh, Apaf1 inhib, Gli-Sufu antag, CCR6 antag, EBI2 block, UBC13 inh, 697 NFkB inh
`C=CCc1cccc2cc(C(=O)Nc3ccc(CC(=O)O)cc3)c(=O)oc12` as listed: 4, -15, 11, 3, 0, 0, -16, 12
`COC(=O)[C@]1(Cc2ccccc2)N[C@H](CN(C)C(=O)C2CCCCC2)[C@@H]2C(=O)N(C)C(=O)[C@@H]21` as listed: -1, 4, -8, 1, 2, -7, 6, 8
`CCC(Sc1nc2cc(OC)c(OC)cc2c(=O)n1CCc1ccc(OC)c(OC)c1)C(=O)NCCOC` (stereo not drawn) as listed: -2, 0, 4, 5, -2, 4, -6, 19
`CCN(CC)CCn1c(NS(=O)(=O)c2ccc(C)cc2)nc2ccccc21` as listed: 7, 1, 6, 19, 6, 1, 12, 24
`CCOc1ccc(-n2c(=O)[nH]cc(C(=O)N3CCc4ccccc43)c2=O)cc1` as listed: -18, -6, 1, 1, 1, -7, 0, 2

Following part.
| smiles | Jurkat NFkB inh | SENP8 inh | Apaf1 inhib | Gli-Sufu antag | CCR6 antag | EBI2 block | UBC13 inh | 697 NFkB inh |
| --- | --- | --- | --- | --- | --- | --- | --- | --- |
| Cc1ccc(C(=O)n2cnnc2N)cc1C | 7 | -13 | 6 | 2 | 11 | 1 | 7 | -3 |
| N#C/C(=C\c1ccccc1[N+](=O)[O-])c1nc(C2CC2)cs1 | -12 | -7 | 13 | -7 | 10 | -8 | -13 | -9 |
| Cc1ccc(NS(=O)(=O)c2c(C)[nH]c(C)c2C(=O)N2CCCCC2)c(C)c1 | 6 | 5 | 2 | -5 | -8 | 6 | -7 | 6 |
| COc1ccc(S(=O)(=O)N2CCCCCC2)cc1NC(=O)Cc1n[nH]c(=O)c2ccccc12 | 9 | -3 | 16 | 11 | 11 | -8 | 4 | 2 |
| Cc1ccc(NC(=O)CSC(C)C(=O)NCCc2ccccn2)cc1 (stereo not drawn) | 7 | -2 | 0 | -5 | 13 | -4 | 16 | 12 |
| Cc1c(Cl)cccc1NS(=O)(=O)c1cccc2nsnc12 | 4 | -7 | 10 | 6 | 17 | 8 | -9 | -8 |
| O=C(NCCOC(=O)c1ccccc1)c1ccc([N+](=O)[O-])cc1 | 8 | -3 | -1 | -9 | 1 | 5 | 5 | -50 |
| O=C(c1ccccc1)c1cnc[nH]1 | -6 | -5 | -10 | -1 | -9 | -7 | -5 | 9 |
| CC(C)CC(=O)N1CCN(S(=O)(=O)c2ccc(Cl)cc2)CC1 | -6 | -4 | -3 | 6 | 4 | -12 | -14 | 0 |
| O=C(Cc1ccc(F)cc1)Nc1ccccc1Sc1ccccc1 | 7 | -2 | 13 | 13 | 16 | 18 | 8 | -36 |
| N#Cc1ccc(NC(=O)CN2CCN(c3ccccn3)CC2)cc1 | -10 | -8 | 6 | 7 | -1 | -3 | -5 | -9 |
| CC(C)(C)OC(=O)NC(=NCCCc1cn(CC(=O)N2CCN(C(=O)OC(C)(C)C)CC2)nn1)NC(=O)OC(C)(C)C | -14 | -16 | 12 | -10 | 15 | -7 | 2 | 8 |
| O=C(O)CCSc1nc2ccc(Br)cc2[nH]1 | -3 | -4 | 15 | -7 | 1 | -3 | -3 | -15 |
| Cc1ccc(C(=O)Nc2ccc(-c3csc(C)n3)cc2)cc1 | -122 | -8 | -17 | -92 | 6 | 11 | 7 | -81 |
| COc1ccc(OC)c(NC(=O)c2ccc(NS(=O)(=O)c3c(C)noc3C)cc2)c1 | 8 | -4 | -1 | -3 | -2 | -5 | 1 | 4 |
| CN(Cc1ccccc1)C(=O)COC(=O)C1CCN(S(=O)(=O)c2cccs2)CC1 | 3 | -1 | 1 | -3 | 9 | 4 | -8 | 9 |
| O=C1c2ccccc2C(=O)N1CCOc1cccc(Br)c1 | -5 | 5 | 4 | -53 | 31 | 4 | 6 | -43 |
| CC1CCCCC1NC(=O)CCn1c(=O)sc2ccccc21 (stereo not drawn) | -2 | 1 | -1 | 4 | 1 | -8 | 2 | 0 |
| CCOc1ccc(CCNC(=O)COC(=O)c2cc(=O)[nH]c3ccccc23)cc1OCC | 17 | -3 | 5 | -6 | -3 | -3 | -4 | 9 |
| COc1ccccc1NC(=O)CC(NC1CCCCC1)C(=O)O (stereo not drawn) | 10 | -1 | -5 | -7 | 5 | -4 | 8 | -4 |
| CC(=O)/C(C(=N)N1CCN(C(c2ccccc2)c2ccccc2)CC1)=C(\C)O | 0 | -4 | 9 | -1 | 1 | 11 | -3 | 14 |
| Cc1cc(-c2ccccc2)[nH]c(=O)c1S(=O)(=O)c1ccc(Cl)cc1 | 0 | -2 | 2 | 15 | 6 | 1 | 9 | -6 |
| COc1cc(OC)cc(-c2nnc(Sc3ccc(C=O)cc3[N+](=O)[O-])o2)c1 | 0 | 6 | -2 | nt | nt | nt | -7 | 13 |
| COc1ccc(NC(=O)NC2(C(=O)N3CCCC(C)C3)CCCCC2)cc1 (stereo not drawn) | 11 | -1 | -4 | 3 | -5 | -9 | 3 | -11 |
| COc1ccc(CNC(=O)C2CCCN2C(=O)NCc2ccccc2)cc1 (stereo not drawn) | -2 | -7 | -12 | -1 | -5 | -1 | -3 | -2 |
| Cc1ccc2[nH]c(=O)c(CN(Cc3cccs3)C(=S)NCC3CCCO3)cc2c1 (stereo not drawn) | -7 | -12 | 20 | 8 | 8 | -12 | -1 | -6 |
| OCCC1CN(Cc2nc3ccccc3s2)CCN1C1CCCC1 (stereo not drawn) | 9 | 3 | -17 | 6 | 4 | -3 | 1 | 14 |
| CCO[C@H]1OC(C(=O)NCc2ccccc2)=C[C@@H](C)[C@@H]1CCCO | 5 | -9 | 1 | 2 | 4 | -11 | -9 | 6 |

The list is partial. The share of hits here may be higher or lower than overall.
